High-throughput results: PubChem, National Center for Advancing Translational Sciences (NCATS)
Rhodamine fluor = qHTS Assay for Spectroscopic Profiling in Rhodamine Spectral Region; Rhodamine-region fluorescence, 547/598 nm, Tris buffer; hits give high values; hit rate 0.05% among 59,000; max dye-equivalent concentration, M; in the data active means max dye-equivalent concentration above about 11 nM; inconclusive means between about 1.1 nM and that limit
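Compound fluorescence in 100 mM Tris, pH 8.0, read after 15 min at room temperature with 547 nm excitation and 598 nm emission. Output is dye-equivalent concentration from an on-plate rhodamine standard series.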
Epigenetic mod = qHTS Assay for Epigenetic Modulators; mouse C127i GFP locus derepression, cytometry, 30 h; hit rate 0.09% among 68,000; Potency, µM (top dose mostly 46.1 µM), for the others: at the top dose GFP derepression (activation); further: % of control where 0% means no effect
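Derepression screen: silenced CMV-GFP reporter in murine C127i cells, 30 h compound incubation at 37 C, washed cells imaged by laser-scanning cytometer to enumerate GFP-expressing objects of 20 to 120 um.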
HBB splicing = qHTS Assay for Modulators of Hemoglobin Beta Chain Splicing. hit rate 0.06% among 65,000. Potency, µM (highest dose often 46.1 µM), inactives show top-dose activation, actives largely listed as activators. HBB splicing reporter cell assay, activation; EGFP reporter with mutant IVS2-654 intron; response scale: normalised to 500 nM splice-correcting PNA; further: potency means the concentration at half of the fitted maximal effect; 0% is about no effect
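Compounds were applied for 2 days to HeLa EGFP-654 cells, 500/well in Optimem with 2% FCS. The reporter's EGFP is disrupted by mis-splicing of beta-globin intron IVS2-654. Readout: summed well GFP fluorescence from 488 nm laser scanning; reference was 500 nM antisense […] 654 PNA.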
Fluorescein fluor = qHTS Assay for Spectroscopic Profiling in Fluorescein Spectral Region; Compound autofluorescence, 480/540 nm, fluorescein-equivalent; hits give high values; max fluorescein-equivalent concentration, M; hit rate 0.91% among 59,000; AID 593, 2007; in the data active means max fluorescein-equivalent concentration above about 10 nM; inconclusive means between about 1.1 nM and that limit
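Compounds were pin-transferred into 100 mM Tris buffer, pH 8.0, and incubated 15 min at room temperature. Fluorescence was read at 480 nm excitation/540 nm emission. Signals were normalized to an on-plate six-point fluorescein standard curve as dye-equivalent concentration.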
HADH2 inh = qHTS Assay for Inhibitors of HADH2 (Hydroxyacyl-Coenzyme A Dehydrogenase, Type II) | 3-hydroxyacyl-CoA dehydrogenase type-2 (Homo sapiens), Q99714 | recombinant HADH2, NADH fluorescence, beta-hydroxybutyryl-CoA | Potency, µM (titrated, usually from 57.1 µM), without a hit: at the top dose activity change, negative = inhibition, usual class: inhibitors | hit rate 3.4% among 73,000 | AID 886, 2007; further: potency means the concentration at half of the fitted maximal effect; on the % scale 0 is the no-effect control and ±100 the full control effect; nearly all actives have a fitted effect of over 60% in size; many of its hits are not listed in these tables
Target sequence (Q99714 whole entry, looked up, one chain of several): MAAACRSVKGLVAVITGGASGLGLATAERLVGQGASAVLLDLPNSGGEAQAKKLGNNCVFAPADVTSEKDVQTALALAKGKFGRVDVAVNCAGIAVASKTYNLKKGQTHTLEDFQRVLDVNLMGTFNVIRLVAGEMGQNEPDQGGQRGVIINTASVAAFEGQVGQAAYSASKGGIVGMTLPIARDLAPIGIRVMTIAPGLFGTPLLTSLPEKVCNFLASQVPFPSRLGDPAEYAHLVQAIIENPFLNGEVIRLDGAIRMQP
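E. coli-expressed His-tagged HADH2 tested at 20 nM in alkaline Tris buffer (pH 9.0); oxidation of 90 uM beta-hydroxybutyryl-CoA with 1 mM NAD+ tracked fluorimetrically for 4 min.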
Texas Red fluor = qHTS Assay for Spectroscopic Profiling in Texas Red Spectral Region | hit rate 0.06% among 59,000 | Compound fluorescence, Texas Red channel, 547/618 nm; hits give high values | max dye-equivalent concentration, M; in the data active means max dye-equivalent concentration above about 10 nM; inconclusive means between about 1.1 nM and that limit
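Dye-equivalent concentrations come from scaling compound signal (ex 547, em 618 nm) to six Texas Red standard concentrations run on every plate, after 15 min room-temperature incubation in pH 8.0 Tris (100 mM).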
DNA Pol III inh = qHTS Assay for Inhibitors of DNA Polymerase III Holoenzyme System | reconstituted DNA polymerase III holoenzyme replication, biochemical | Potency, µM (top dose mostly 57.1 µM), for inactives: at the top dose activity change, negative = inhibition | hit rate 0.25% among 71,000; further: potency means the concentration at half of the fitted maximal effect; on the % scale 0 is the no-effect control and ±100 the full control effect
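Reconstituted *E. coli* holoenzyme (0.35 nM Pol III, 1 nM beta, 154 nM SSB, 2 nM primase) was preincubated with compound for 15 min at RT. Synthesis on 1.4 nM ssM13Gori ran 35 min, then was stopped with PicoGreen/EDTA and read as dsDNA fluorescence.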
Ub-GFP proteasome = Ubiquitin-GFP Assay. Ubiquitin-GFP reporter cells, proteasome inhibition, GFP fluorescence; response scale: untreated = 0%, 10 µM MG-132 = 100%. Potency, µM (series often up to 45.9 µM), for the others: at the top dose activation (GFP accumulation), usual class: activators. 67,000 tested, under 10 active. AID 526, 2006; active means well fitted activation curve with a large enough effect, not every such curve was filed as active; inconclusive means small, poorly fitted or top-dose-only effect, or another doubt; inactive means no such curve, though single readings can be large or run the other way; further: potency means the concentration at half of the fitted maximal effect
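U2OS cells stably expressing ubiquitin(G76V)-GFP, seeded overnight in 0.5% FBS medium, were exposed to compounds (qHTS, 46 uM to 2.9 nM) for 4 hr at 37 °C. GFP-positive cells were counted by laser cytometry (488 ex/515 em), normalized between basal and 10 uM MG-132.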
ALOX15 inhib = qHTS Assay for Inhibitors of 15-hLO (15-human lipoxygenase); Polyunsaturated fatty acid lipoxygenase ALOX15 (Homo sapiens), P16050; purified 15hLO-1, xylenol orange hydroperoxide absorbance; Potency, µM (top dose mostly 57.1 µM), inactives show at the highest dose activity change, negative = inhibition, most hits filed as inhibitors; hit rate 1.4% among 74,000; AID 887, 2007; further: potency means the concentration at half of the fitted maximal effect; on the % scale 0 is the no-effect control and ±100 the full control effect; nearly all actives have a fitted effect of over 55% in size
Target sequence (P16050 whole entry, looked up): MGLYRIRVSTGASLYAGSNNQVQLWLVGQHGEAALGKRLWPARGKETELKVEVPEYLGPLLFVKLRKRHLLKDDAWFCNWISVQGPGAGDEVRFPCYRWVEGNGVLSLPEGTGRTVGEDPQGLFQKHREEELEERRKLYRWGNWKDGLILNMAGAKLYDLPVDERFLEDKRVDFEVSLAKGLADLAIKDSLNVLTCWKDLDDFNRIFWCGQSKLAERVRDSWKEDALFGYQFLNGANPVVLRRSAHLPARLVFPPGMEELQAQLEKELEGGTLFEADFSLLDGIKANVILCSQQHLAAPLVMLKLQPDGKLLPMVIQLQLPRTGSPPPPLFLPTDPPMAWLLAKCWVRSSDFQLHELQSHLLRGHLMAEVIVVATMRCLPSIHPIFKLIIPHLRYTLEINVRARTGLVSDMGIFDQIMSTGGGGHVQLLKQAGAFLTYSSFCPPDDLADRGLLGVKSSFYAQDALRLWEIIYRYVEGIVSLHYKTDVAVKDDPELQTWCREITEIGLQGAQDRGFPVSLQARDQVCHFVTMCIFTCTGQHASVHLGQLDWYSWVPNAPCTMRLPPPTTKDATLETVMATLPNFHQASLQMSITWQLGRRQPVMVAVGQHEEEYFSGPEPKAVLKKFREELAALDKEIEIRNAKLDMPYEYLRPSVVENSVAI
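Compounds were preincubated 15 min at room temperature with 40 nM purified human enzyme (25 mM Hepes pH 7.5, 0.01% Triton X-100); 50 uM arachidonic acid reacted 6 min. Fe-xylenol orange detection, 30 min, absorbance ratio 573/405 nm.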
Hsp90 Hop PPI = qHTS Assay for Disrupters of an Hsp90 Co-Chaperone Interaction; Hsp90 C-terminal peptide / TPR2A (Hop) interaction, human; AlphaScreen TPR2A-His6 binding biotin-Hsp90 C-terminal peptide; Potency, µM (doses to about 57 µM), inactives show at the top dose activity change, negative = inhibition; hit rate 0.44% among 71,000; active means well fitted curve in either direction with a large enough effect; inconclusive means small, poorly fitted or top-dose-only effect, or another doubt; further: potency means the concentration at half of the fitted maximal effect; on the % scale 0 is the no-effect control and ±100 the full control effect; many of its hits are not listed in these tables
4-MU autofl = qHTS Assay for Spectroscopic Profiling in 4-MU Spectral Region; compound autofluorescence, 340/450 nm, 4-MU equivalents; hits give high values; max dye-equivalent concentration, M; hit rate 11% among 59,000; in the data active means max dye-equivalent concentration above about 10 nM; inconclusive means mostly about 1.1 nM to 9.6 nM
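Compounds in 100 mM Tris, pH 8.0, incubated 15 min at room temperature, then fluorescence read at 340 nm excitation/450 nm emission. Signal converted to 4-MU dye-equivalent concentration using an on-plate six-point 4-MU standard curve.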
Active calls of the source: *; i = inactive; ? = inconclusive; . = not tested or not shown; [ ] = another dose, or the depositor's remark. Unless noted, the call rests on the fitted dose curve; in most records, active means well fitted curve in the direction sought with a large enough effect; inconclusive means small, poorly fitted or top-dose-only effect, or another doubt; inactive means no such curve, though single readings can be large; an effect the other way counts as inactive or inconclusive. Not all compounds are listed, so the mix of outcomes need not match the whole.

Every second line gives: Rhodamine fluor	Epigenetic mod	HBB splicing	Fluorescein fluor	HADH2 inh	Texas Red fluor	DNA Pol III inh	Ub-GFP proteasome	ALOX15 inhib	Hsp90 Hop PPI	4-MU autofl
- O=C(CSc1nnnn1-c1ccccc1)CC(=O)Nc1ccc(Cl)cc1
    i	-2%	-5.1%[57.5 µM]	i	1%	i	2%	1%	-19%	-4%	i
- COC(=O)c1ccccc1NC(=O)CNC(=O)c1ccco1
    i	3%	0.1%	i	9%	i	-5%	-3%	6%	-2%	i
- Cc1cc(C)n(C(=O)C23CC4CC(CC(C4)C2)C3)n1
    i	3%	-1.0%	i	4%	?	-1%	-7%	8%	10%	i
- CC(C)(C)NCC(=O)c1c[nH]c2ccccc12
    i	-2%[20.6 µM]	.	i	.	i	.	.	.	.	i
- O=c1cnc2cnc(N3CCOCC3)nc2n1Cc1cccs1
    i	0%[9.22 µM]	1.5%	?	-9%	i	-7%	-8%	6%	1%	?
- CCOC(=O)c1[nH]c2ccccc2c1N=C(C)N(CC)CC
    i	0%[20.6 µM]	.	i	.	i	.	.	.	.	i
- O=C(NCc1ccccn1)Nc1cccc(NC(=O)NCc2ccccn2)c1
    i	0%	1.0%	?	0%	i	-6%	0%	35%[activator]	?	i
- Cc1cccc(CC2CC(=O)N(C3CCCCC3)C2=O)c1 (stereo unspecified)
    i	-2%	3.6%	i	6%	?	-4%	4%	1%	13%	i
- CCNc1ncc2nc(-c3ccc(OC)cc3)c(=O)n(C)c2n1
    i	0%[9.22 µM]	-0.3%	i	11%	i	-1%	2%	-22%	10%	8.3e-08M*
- O=C(N1CCCCC1)N1CCCN(C(=O)N2CCCCC2)CC1
    i	-3%	-0.6%	i	7%	i	0%	2%	6%	1%	?
- CC(C)C(=O)Nc1c(C(=O)c2ccc(F)cc2)oc2ccccc12
    .	.	-1.0%	.	-26%	.	0%	3%	-2%	-1%[2.3 µM]	.
- O=C(O)CSc1nnc(Cc2ccccc2)n1-c1ccccc1
    i	0%	-2.1%	i	-1%	i	-10%	-3%	3%	-7%	i
- COc1ccc(C)cc1N(CC(=O)Nc1cccc(N(C)S(C)(=O)=O)c1)S(C)(=O)=O
    i	0%	-0.2%	i	8%	i	-4%	2%	1%	-2%	i
- COCCCNC(=O)Nc1ccc(Br)cc1Cl
    i	0%	-0.3%	?	5%	i	-1%	3%	8%	-6%	i
- COC(=O)c1ccc(CSc2nc3ccccc3o2)cc1
    i	-2%	3.1%	?	4%	i	7%	6%	-5%	13%	i
- COC(=O)c1ccc(NC(=O)CN2CCN(S(=O)(=O)c3cc(Cl)ccc3OC)CC2)cc1
    i	6%	-2.0%	i	0%	i	3%	4%	-5%	-7%	i
- CCN(CC(=O)NC1CCCCC1)S(=O)(=O)c1ccc(Cl)cc1
    i	-2%	-0.3%	?	8%	i	-2%	0%	7%	-4%	i
- C=CCN(C(=O)c1ccccc1)c1ccc(OC)cc1
    i	6%	0.8%	i	1%	?	7%	8%	4%	1%	i
- CN(Cc1ccccc1)c1nnc(N)s1
    .	.	0.1%	.	-24%	.	1%	-11%	-2%	-6%[2.3 µM]	.
- O=C(CCC(=O)c1cccs1)OCC(=O)c1ccc(Cl)s1
    i	0%	1.3%[57.5 µM]	i	1%	i	0%	-3%	-2%	4%	i
- CN1CC[C@@]2(CCCN(C(=O)c3cccn3C)C2)C1
    i	0%[9.22 µM]	2.2%	i	-1%	i	-3%	-10%	-5%	-2%	i
- COc1cccc(C(=O)N(c2ccc(OC)cc2OC)C2C=CS(=O)(=O)C2)c1 (stereo unspecified)
    i	0%	0.3%	i	7%	i	-5%	1%	-4%	1%	i
- O=C(CCCOc1ccccc1)Nc1ccncc1
    i	2%	.	?	-9%	i	-1%	-1%	-7%	-11%	i
- Cc1cc(C(=O)N2CCCCCC2)cs1
    i	0%	0.0%	i	1%	i	3%	-7%	4%	-4%	i
- CCn1c(C)nc2cc(S(=O)(=O)N3CCCCC3)ccc21
    i	6%	9.9%	i	17%	i	0%	4%	15%	-3%	i
- CCn1cc(C(=O)OCC(=O)OC2CC(C)CCC2C(C)C)c(=O)c2ccc(C)nc21 (stereo unspecified)
    i	-1%	-0.1%	?	6%	i	6%	3%	4%	-3%	i
- CCOC(=O)C(NC(C)=O)(N1CCc2ccccc2C1)C(F)(F)F (stereo unspecified)
    i	0%	-1.5%[0.369 µM]	?	1%	i	-6%	.	7%	-3%	?
- Cc1ccc(S(=O)(=O)N(CC(O)CN(C)C)c2ccccc2)cc1 (stereo unspecified)
    i	0%[20.6 µM]	.	i	.	i	.	.	.	.	i
- O=c1[nH]c(-c2cccs2)nc2ccccc12
    i	-2%	-2.3%	?	-19%	i	-1%	1%	-17%	-1%	i
- COc1ccc(CN(CCCN2CCOCC2)C(=O)Nc2cccc(Cl)c2)cc1OC
    i	1%	3.4%	?	3%	i	5%	7%	5%	-6%	i
- O=C(c1cc2nc(-c3ccco3)cc(C(F)(F)F)n2n1)N1CCN(c2ccccn2)CC1
    i	-2%	-0.5%	?	-4%	i	-4%	-3%	-13%	-9%	2.5e-08M*
- Cc1cccc(C(=O)N2CCN(Cc3ccc4c(c3)OCO4)CC2)c1
    .	.	0.2%	.	3%	.	-1%	-7%	2%	-2%	.
- S=C(S)NCCCn1ccnc1
    i	2%[9.22 µM]	3.2%[9.22 µM]	i	4µM*	i	-3%[11.4 µM]	-4%[9.17 µM]	-9%[11.4 µM]	-8%[11 µM]	i
- O=C(CCN1C(=O)c2ccccc2C1=O)N1CCN(c2ccccc2)CC1
    i	-2%	-0.7%	?	?	i	-1%	-3%	-2%	1%	i
- O=C(C1CCCN1S(=O)(=O)c1cccc2cccnc12)N1CCn2c1nc1ccccc12 (stereo unspecified)
    .	-2%	0.3%	.	-10%	.	-4%	0%	0%	-4%	.
- COc1ccc2nc(NC(=O)c3cccc(OCc4c(C)noc4C)c3)sc2c1
    i	-2%	-3.5%	?	?	i	0%	0%	?	11%	8.1e-07M*
- O=S(=O)(c1ccc(S(=O)(=O)N2CCN(C/C=C/c3ccccc3)CC2)cc1)N1CCCC1
    i	-1%	-0.1%[57.5 µM]	i	-10%	?	-2%	1%	0%	2%	i
- CCc1nc2oc(C(=O)c3ccccc3)c(N)c2c2c1COC(C)(C)C2
    .	-2%	-2.0%[0.0738 µM]	.	10%[11.4 µM]	.	2%[11.4 µM]	-8%[9.17 µM]	-6%[11.4 µM]	-7%[11 µM]	.
- COc1ccc(C2(C(=O)Nc3ccc(C(=O)N4CCOCC4)cc3)CCOCC2)cc1
    i	2%	0.6%[57.5 µM]	i	14%	?	-2%	-4%	5%	-2%	i
- Cc1onc(-c2c(F)cccc2Cl)c1C(=O)Nc1nnc(C2CC2)s1
    i	-2%	-5.2%	i	?	?	1%	0%	-4%	0%	i
- CC(=O)N1CCN(c2ccc(S(=O)(=O)N3CCCCC3)cn2)CC1
    i	2%	-0.2%	?	9%	i	1%	8%	11%	0%	i
- CN1CCN(CCCNC(=O)Cn2nc(-c3ccccc3)ccc2=O)CC1
    i	0%	-0.1%	i	-21%	i	-8%	-3%	-4%	-1%	i
- COc1ccc(Cn2nnnc2C(c2ccccc2)N2CCN(C3CCCC3)CC2)cc1 (stereo unspecified)
    i	-2%	0.7%[57.5 µM]	i	20%	i	3%	0%	12%	1%	i
- Cc1cccn2c(=O)c3cc(C(=O)NC(C)c4ccccc4)c(=N)n(CCCn4ccnc4)c3nc12 (stereo unspecified)
    i	2%	0.2%	i	?	i	-24%	-11%	15%	-21%	1.1e-06M*
- COC(=O)CSc1nnc(-c2ccc(S(=O)(=O)NCc3cccs3)cc2)o1
    i	-1%	.	i	5%	?	-9%	0%	-1%	1%	i
- CCC(C)NS(=O)(=O)c1ccc(S(=O)(=O)Nc2cc3c(cc2C(C)=O)OCO3)cc1 (stereo unspecified)
    i	-2%	.	i	9%	i	-6%	-1%	-1%	-2%	?
- COCCCNC(=O)CS(=O)(=O)Cc1nc(-c2ccccc2C)oc1C
    .	-4%	-1.2%	.	3%	.	2%	-6%	4%	-6%	.
- Cc1nnc(SCC(=O)NCCOc2ccc(Cl)cc2)n1-c1ccccc1
    .	0%	0.4%	.	2%	.	-5%	-4%	-9%	1%	.
